AP complement: alternative pathway complement inhibition, orthogonal assay. inhibition, % at 5 µM. Human serum alternative complement pathway, LPS-coated ELISA, C3 deposition; tested in compound mixtures. 62,000 tested, 0.08% active. AID 1235;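 active = inhibition above 30% in each of the two pooled mixtures holding the compound, so the lower value exceeds 30%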;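 note: 0% = serum in Mg-EGTA without compound and 100% = EDTA serum blank; some compounds past the cut are filed as inactive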
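Medium: diluted human serum in Mg2+-EGTA GVB++. Assay system: human serum complement alternative pathway, C3 deposition onto LPS. Also added: Plate-bound LPS. Technique: Anti-C3 ELISA, OD 450 nm. Measure: percent inhibition. Incubation: 1 h at 37 °C. Dosing: 5 µM each compound, pools of ten, 50 µM per pool.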
S1P1 ag-PAM: S1P1 (human) agonism or agonism potentiation | P21453 | S1P1 CRE-bla cells, forskolin, beta-lactamase FRET, potentiator mode; S1P1 agonist co-added at EC20, 2 nM; 100% = saturating reference agonist, 0% = basal | activation, % at 9.5 µM | 56,000 tested, 0.57% active | AID 449;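 active = activation above a cutoff set at the mean activation of all tested compounds plus 3 SD, cut at about 54% in these data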;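 note: forskolin at 4 µM as EC80 and the EC20 agonist is SEW2871; 100% = SEW2871 at its EC100 plus forskolin at EC80; some compounds past the cut are filed as inactive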
5HT1E antag: antagonists of human 5-HT1E serotonin receptor; 65,000 tested, 0.99% active; AID 571; inhibition, % at 6 µM; P28566; CHO 5-HT1E Ga15 NFAT-bla reporter, FRET, antagonist;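 active = inhibition above a set limit, the mean inhibition across every tested compound plus 3 SD, cut at about 29% in these data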;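 note: signal is the 460 over 535 nm emission ratio of beta-lactamase substrate; 0% = agonist plus DMSO wells and 100% = wells without agonist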
5HT1a antag: antagonists of human 5-HT1a serotonin receptor. P08908. CHO 5-HT1a Ga15 NFAT-bla reporter, antagonist mode. inhibition, % at 10 µM. 62,000 tested, 0.68% active. AID 612;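 active = inhibition above the mean of all tested compounds plus 3 SD, cut at about 43% in these data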;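 note: receptor stimulated by 5-CT agonist at 100 nM near EC80; beta-lactamase reporter measured by ratiometric fluorescence of a cleavable substrate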
Target sequence (P08908 whole entry, looked up): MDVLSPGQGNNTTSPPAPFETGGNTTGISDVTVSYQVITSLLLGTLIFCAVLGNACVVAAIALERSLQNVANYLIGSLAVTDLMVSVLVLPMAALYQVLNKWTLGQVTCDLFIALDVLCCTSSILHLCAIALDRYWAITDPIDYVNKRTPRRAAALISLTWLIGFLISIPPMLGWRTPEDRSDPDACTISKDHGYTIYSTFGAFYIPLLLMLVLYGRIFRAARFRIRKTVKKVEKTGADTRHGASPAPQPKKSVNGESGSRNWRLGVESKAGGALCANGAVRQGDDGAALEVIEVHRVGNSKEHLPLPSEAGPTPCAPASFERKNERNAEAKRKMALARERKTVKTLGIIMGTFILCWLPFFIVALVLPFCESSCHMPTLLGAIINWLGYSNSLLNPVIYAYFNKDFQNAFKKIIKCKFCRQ
Ecoli tolC: blocks growth of E. coli BW25113 tolC mutant; 65,000 tested, 2.2% active; OD615; growth inhibition, % at 10 µM (by protocol); AID 573;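 active = growth inhibition at or above a cutoff equal to the mean over every tested compound plus 3 SD, cut at about 60% in these data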;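 note: growth measured after 20 h incubation at 37 °C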
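Test system: E. coli BW25113 ΔtolC::kan bacteria | Medium: Kanamycin-containing LB broth (50 µg/mL) | Dosing: One dose of 10 µM final | Times: 20 h incubation with compound, 37 °C | Detection: Optical density read at 615 nm | Read-out basis: Percent growth inhibition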
HTR1E agonist: activates the human 5-HT1E serotonin receptor | CHO 5-HT1E Ga15 NFAT-bla reporter, FRET; 0% DMSO wells, 100% control agonist wells | activation, % at 6 µM | 65,000 tested, 0.69% active | AID 574;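 active = activation above a set limit, the screen-wide mean activation plus 3 SD, cut at about 8.5% in these data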;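 note: 100% = positive control agonist at 1 µM giving full maximal response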
SF1 activator: activators of human nuclear receptor SF-1 | Q13285 | CHO-K1 Gal4-SF-1 LBD luciferase reporter; % increase over DMSO SF-1-specific signal | activation, % at 10 µM | 65,000 tested, 1.9% active;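 active = activation above the mean activation of all tested compounds plus 3 SD, cut at about 50% in these data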
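System: CHO-K1 cells with Gal4–hSF-1 LBD chimera plus Gal4-driven luciferase; quantity: 4,000 CHO-K1 cells per well; compound: one dose, 10 µM compound, 1% DMSO; times: 20 h compound treatment, 37 °C; measured by: SteadyLite luciferase luminescence; read-out: percent activation versus DMSO; benchmarks: DMSO and mock-transfected background; replicates: one test per compound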
RORa activator: RORA (human) activation | activation, % at 10 µM | CHO-K1 Gal4-RORA LBD luciferase reporter, luminescence; percent increase over mock-subtracted basal signal | 65,000 tested, 1.5% active | P35398 | AID 560;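 active = activation above the mean of all tested compounds plus 3 SD, cut at about 49% in these data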;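 note: 0% = DMSO-treated RORA cells and 100% = added signal equal to DMSO minus mock-transfected cells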
S1P3 ag: agonists of human S1P3 receptor; 60,000 tested, 0.1% active; Q99500; S1P3 NFAT-BLA reporter cells, agonism, FRET ratio; relative to 1 µM S1P, basal subtracted; activation, % at 4.5 µM;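 active = activation above the screen-wide mean plus 3 SD, cut at about 4.5% in these data, passing the limit was not always enough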; note: some compounds called inactive have numbers as strong as hits
Target sequence (Q99500 whole entry, looked up): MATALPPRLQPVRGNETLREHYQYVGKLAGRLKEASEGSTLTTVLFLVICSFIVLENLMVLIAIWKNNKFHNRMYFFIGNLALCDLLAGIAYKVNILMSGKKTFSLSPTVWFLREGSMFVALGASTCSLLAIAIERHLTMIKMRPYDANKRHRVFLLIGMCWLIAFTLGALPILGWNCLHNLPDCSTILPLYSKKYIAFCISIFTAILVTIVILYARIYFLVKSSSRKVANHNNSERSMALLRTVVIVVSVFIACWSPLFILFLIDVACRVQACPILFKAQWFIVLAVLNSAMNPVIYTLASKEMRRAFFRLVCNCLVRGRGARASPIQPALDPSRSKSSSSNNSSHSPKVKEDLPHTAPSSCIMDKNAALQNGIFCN
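Material: Human S1P3 NFAT-BLA reporter CHO cells | Incubation: Overnight plating, 4 h compound 37 °C, 2 h substrate RT | Signal: FRET β-lactamase substrate fluorescence, excitation 405 nm, 460/535 nm emission ratio, background-subtracted | Compound: 4.5 µM final, single dose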
Numbers without * were called inactive; . = not tested or not shown.

SMILES	AP complement	S1P1 ag-PAM	5HT1E antag	5HT1a antag	Ecoli tolC	HTR1E agonist	SF1 activator	RORa activator	S1P3 ag
Cc1cccc(NC(=O)CC(C)(C)C)c1	10	-10	-7	-5	-15	0.9	0	1	-0.1
CCc1cc2c(SCC(=O)C(C#N)=C3N(C)c4ccccc4N3C)ncnc2s1	7	15	-4	-3	7	-0.4	-6	-18	-0.2
COc1ccc(C2OC(=O)CC2C(=O)NC(C)C)cc1 (centres undefined)	17	.	-6	-3	-17	0.2	8	9	.
COc1ccccc1N1CCN(C(CNC(=O)C2CCCCC2)c2cccnc2)CC1 (centres undefined)	-3	-7	1	27	2	-0.6	-10	-4	-1.2
O=c1c2ccccc2c(C=Nc2ccc(Cl)cn2)c(O)n1-c1cc(Cl)ccc1N1CCOCC1	9	23	0	-10	5	-0.5	-16	-11	-0.8
CCCc1[nH]nc2c1C(c1cccnc1)C(C#N)=C(N)O2 (centres undefined)	18	-21	3	-4	-11	0.9	6	-4	-1.8
CCOC(=O)CSc1nnc(CNC(=O)c2cc(OC)c(OC)c(OC)c2)n1C	8	12	-9	-2	-16	-0.5	-1	-2	-0.8
CCOC(=O)c1c(C2COc3ccccc3O2)csc1N (centres undefined)	15	.	14	25	2	1.4	-10	20	-1.1
O=c1[nH]c(=O)n(Cc2ccco2)c2c1C(C(F)(F)F)(C(F)(F)F)N=C(c1ccco1)N2	.	-26	-26	.	-10	0.7	4	-21	-3.4
Cc1ccc(NC(=O)CS(=O)CC(=O)NC2CCN(Cc3ccccc3)CC2)c(C)c1 (centres undefined)	9	-4	12	-9	1	0.1	-6	12	-0.5
COc1ccc(-n2c(SC3CCOC3=O)nc3ccccc32)cc1 (centres undefined)	17	-24	-3	-6	20	0.5	7	-11	-0.2
N#Cc1ccc(CSc2nnc(-c3cccc(S(=O)(=O)N4CCCCC4)c3)o2)cc1	-3	-22	16	-18	19	-0.1	11	1	-0.1
O=C(Nc1nccs1)c1ccc(COc2ccccc2Br)o1	1	25	13	6	44	-0.5	60*	21	-0.2
COC(=O)c1cn(-c2ccccc2)nc1C(=O)OC	4	-4	13	9	-27	-1.7	-4	27	-0.1
CCn1c(=O)c(C(=O)Nc2ccccc2S(N)(=O)=O)c(O)c2ccccc21	.	-33	-12	-31	53	0.1	34	23	2.4
CCCCN(CCCC)CCn1cnc2c([nH]c3ccc(OC)cc32)c1=O	13	-11	6	15	16	-0.2	0	12	-1.2
C=CCOC(=O)C1=C(C)NC2(O)c3ccccc3C(=O)C12O (centres undefined)	12	-15	-3	-6	-22	0.0	6	-1	-0.2
CCCCn1c(N)c(Sc2ccc(C)cc2)c(=O)[nH]c1=O	13	-32	-6	8	0	0.4	1	-10	-0.8
CCC(C)(C)n1nnnc1C(c1cccc(C#N)c1)N1CCN(c2cc(C)ccc2C)CC1 (centres undefined)	7	12	-6	-3	5	-0.1	5	-6	-0.4
COC(=O)c1ccc(CSc2ncnc3ccccc23)o1	13	7	6	-12	14	0.3	14	-25	-0.3
CCOC(=O)N1CCC(NS(=O)(=O)c2cc(Br)cnc2N)CC1	4	-20	6	7	-2	1.1	19	9	-0.5
Cn1c(SCC(=O)N2CCOCC2)nnc1-c1ccc(Cl)cc1Cl	.	6	-5	.	10	-0.8	6	-10	-2.3
CCCc1[nH]nc2c1C(C1CCCCC1)C(C#N)=C(N)O2 (centres undefined)	9	35	16	12	25	0.5	-2	13	0.4
Cc1ccccc1Nc1nc(N)nc(COC(=O)c2cccn2C)n1	14	-9	15	-6	8	-0.9	66*	60*	0.0
COc1ccc(CNC(=O)C2CC(=O)N(c3ccc(OCC(=O)N4C(C)CCCC4C)cc3)C2)cc1 (centres undefined)	13	-5	2	-14	7	1.2	-15	-15	-1.0

Following part:
SMILES	AP complement	S1P1 ag-PAM	5HT1E antag	5HT1a antag	Ecoli tolC	HTR1E agonist	SF1 activator	RORa activator	S1P3 ag
Cc1cc(NC(=O)CSc2nnc(CNc3ccc(F)cc3)n2C2CCCCC2)no1	7	10	-3	9	11	-0.6	-4	2	0.3
Cc1nc2c(-c3ccccc3)c(C)[nH]n2c(=O)c1Cl	-15	0	16	16	98*	-0.7	7	7	-2.2
Cc1ccc2cc3c(NC(=O)C(C)C)nn(C)c3nc2c1	-3	-20	16	3	-9	-0.1	-22	3	-0.5
CN(C(=O)C1CCCO1)c1nnc(-c2cnccn2)s1 (centres undefined)	4	-15	0	0	-32	0.0	-7	22	0.5
CCC(=O)Nc1c(C#N)c2nc3ccccc3nc2n1-c1ccccc1C	3	13	17	17	26	2.1	10	-7	0.8
CC1(C)Cc2c(c(N3CCCCC3)[nH]c(=S)c2C#N)CS1	.	15	1	.	12	-0.3	-8	-7	-4.0
CCc1nc2ccccc2n1CCC(C)C	5	0	0	6	26	1.1	-19	30	-1.0
CSc1snc(SCC(N)=O)c1C#N	-2	9	9	8	-22	0.6	-4	2	0.2
CC1CCCCC1NC(=O)Cn1nnc(-c2ccc(Cl)cc2)n1 (centres undefined)	-8	5	0	1	0	-0.6	-14	-17	-0.6
COC(=O)c1ccccc1NC(=O)c1sc(N)nc1C	4	-20	8	-8	9	0.9	-13	-10	0.0
CCCC(=O)NC(C)C(c1cccs1)N1CCN(c2ccccc2)CC1 (centres undefined)	.	22	15	17	1	-0.8	-8	-19	-0.6
CC1Cn2c(nc3c2c(=O)[nH]c(=O)n3C)O1 (centres undefined)	-6	-14	3	-5	-21	0.4	-5	-14	0.1
CN(C)S(=O)(=O)c1ccc2c(c1)c(=O)c(C(=O)N1CCOCC1)cn2C	11	-6	-6	4	-10	0.7	-8	-6	1.5
N#CCCN(C(=O)CN1C(=O)NC2(CCCC2)C1=O)c1ccccc1F	3	.	0	-4	-14	0.6	-8	3	.
CC(=O)c1c(C)[nH]c(C(=O)N2CCCCCC2)c1C	15	13	15	0	-31	-0.7	-12	-10	-0.8
CC(=O)Nc1cccc(NC(=O)c2c(-c3c(Cl)cccc3Cl)noc2C)c1	3	-12	-5	9	16	-0.4	-30	-9	-1.3
CC1(C)CC(=O)C(/C=N/c2ccccn2)=C(O)C1	3	-33	2	2	-10	-0.4	-6	-10	0.2
CCCc1nn(C)c2c1C(c1ccncc1)C(C#N)=C(N)O2 (centres undefined)	-9	-1	8	10	-9	-0.5	-5	15	0.0
CC(C)C(OC(=O)c1cc2sccc2n1C)C(=O)NCC1CCCO1 (centres undefined)	7	10	-1	7	10	-0.4	16	0	0.5
O=C1CC(c2ccco2)Cc2nc(N3CCc4ccccc4C3)ncc21 (centres undefined)	14	8	-13	-2	23	1.7	-29	-10	-0.2
COc1ccc2[nH]c(=O)c(-c3noc(-c4ccccc4)n3)cc2c1	-7	-17	5	-10	0	1.4	14	42	1.1
CCn1c(CNc2ccc(F)cc2)nnc1SCCN1CCCCC1	6	-19	-8	4	-21	-1.3	-4	-7	0.4
CCn1c(COc2ccccc2)nnc1SCC(=O)Nc1cc(OC)ccc1OC	-2	-8	0	-7	11	1.3	-12	-15	0.2
O=C(CN1C(=O)CC(c2ccco2)Sc2ccccc21)NCC1CCCO1 (centres undefined)	15	7	0	-4	-4	-0.4	-1	5	-0.6
Cc1cc(NC(=O)CSc2nc3c(c(=O)n2-c2ccc(Cl)cc2)SCC3)no1	.	.	-1	5	8	1.1	8	-13	.

Remaining list, next part:
SMILES	AP complement	S1P1 ag-PAM	5HT1E antag	5HT1a antag	Ecoli tolC	HTR1E agonist	SF1 activator	RORa activator	S1P3 ag
CCOC(=O)c1[nH]c(=O)c2ccccc2c1O	-10	-30	-4	3	20	0.0	12	7	-0.3
CCCCCCn1c(NCC)nc2c1c(=O)[nH]c(=O)n2C	-6	-26	2	-21	-17	-0.3	-5	-4	-0.2
Cc1ccc(-n2nc3c(c2NC(=O)c2ccc4c(c2)OCO4)CSC3)c(C)c1	6	.	7	9	-7	-0.1	-15	-2	.
CCOC(=O)c1[nH]cnc1C(=O)Nc1cccc(N)n1	14	6	-15	2	-29	-0.6	-7	-1	0.1
CC(=O)Nc1ccc(C(=O)CSc2nc3ccccc3n2CC(=O)N2CCCC2)cc1	.	-2	18	0	-6	0.3	-14	-16	-1.0
CCCN(Cc1ccccc1)S(=O)(=O)c1ccc(N2C(=O)CCC2=O)cc1	0	13	6	1	-3	-0.8	4	7	-1.6
CCOc1ccc(-c2nnc(N)o2)cc1	17	-9	14	-3	-19	2.8	-3	-4	-0.8
O=C(NC1CCN(C(=O)NC2CCCCC2)CC1)c1ccco1	-10	0	-7	2	-9	0.5	5	-28	-0.7
O=C(NCc1ccc2c(c1)OCO2)C1CC(=O)N(C2CCCC2)C1 (centres undefined)	4	-2	2	6	-6	-0.9	8	8	-0.7
COc1ccc(CNC(=O)C2CC(c3ccc(F)cc3)=NO2)cc1 (centres undefined)	8	14	-1	8	-12	0.0	18	-10	1.3
Cc1cc(C)cc(-n2nnc(C(=O)NCc3ccc4c(c3)OCO4)c2N)c1	13	-5	12	25	44	-0.6	-2	7	-0.7
Cc1cc(NC(=O)CC23CC4CC(C2)CC(CC(=O)Nc2cc(C)on2)(C4)C3)no1	-4	0	-2	-7	7	-0.9	1	-1	-1.1
Clc1ccc2nc(N3CCCCC3)sc2c1	-16	5	-10	-1	4	-0.7	65*	29	-1.0
N#Cc1cccc(NC(=O)COc2ccc(-n3ccnc3)cc2)c1	10	.	-1	5	-13	0.2	8	-4	.
CCN(CC)S(=O)(=O)c1ccc2c3c(cccc13)C(=O)N2	5	-2	2	-10	17	1.1	-2	1	-0.2
CN(c1cccc(NS(=O)(=O)c2cccs2)c1)S(C)(=O)=O	7	.	1	0	4	1.1	-7	-5	-1.1
CC(=O)c1c(C)nn(C(=O)c2cccs2)c1C	1	17	-8	-1	-5	1.0	-5	-9	-1.0
C=CCn1c(CC(=O)Nc2cccc(OC)c2)nnc1SCC(=O)NC1CCCCC1	18	.	-6	6	-5	3.0	13	-10	-1.1

Quoted from the listing:
CCOc1ccc(-c2nnc(N)o2)cc1 in S1P3 ag = -0.8
CC(=O)c1c(C)nn(C(=O)c2cccs2)c1C in RORa activator = -9

Screening results (PubChem)
